Screens as filed in PubChem.
BCR signal inh – chronic active BCR signaling inhibition. AID 493014. Potency, µM (doses to about 46.1 µM), without a hit: at the highest dose ratio change, negative = lower green/red ratio, actives largely listed as inhibitors. hit rate 0.05% among 340,000. ABC-DLBCL IkBa-CBG/CBR reporter, luminescence ratio, 4 h; active = well fitted inhibition curve with a large enough effect in the signal ratio, with a control signal flat, not every such curve was filed as active; inconclusive = small, poorly fitted or top-dose-only effect, or effect the other way, or a change in a side signal; the % refers to the signal ratio;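 note: potency is the fitted concentration of half-maximal effect; plate controls were basal doxycycline-induced cells for no effect and cells given 10 µM MG132 for full effect; MG132 reads +100%, hits lower the ratio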
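TMD8 human ABC-DLBCL cells with doxycycline-inducible IκBα–green luciferase fusion and unfused red luciferase, in 0.5% FBS medium; compounds up to 46 uM, 4 h at 37C. Green/red luminescence ratio, filter-overlap corrected, fitted to concentration-response curves.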
Mito fusion act – blocks mitochondrial division or promotes mitochondrial fusion; S. cerevisiae fusion-defective mutant growth rescue, CellTiterGlo 48 h; hit rate 0.23% among 320,000; Potency, µM (top dose mostly 46.1 µM), inactives show top-dose growth rescue (activation), hits mostly activators;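 note: potency is the fitted concentration of half-maximal effect; % of control where 0% means no effect; nearly all actives have a fitted effect of over 45% in size; temperature-sensitive fusion mutants such as fzo1-1 at 37 °C on non-fermentable ethanol glycerol medium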
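S. cerevisiae fusion-defective temperature-sensitive mutants (e.g. fzo1-1, mgm1-5) grown 48 h at 37C in YPEG (ethanol/glycerol non-fermentable) medium with 23 nl compound per well; growth rescue read as CellTiterGlo luminescence.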
USP2a inh – blocks human ubiquitin-specific protease USP2a; O75604; USP2 core, Ub-CHOP2 coupled fluorogenic reporter, 485/531; Potency, µM (titrated, usually from 38.3 µM), for inactives: top-dose activity change, negative = inhibition, usual class: inhibitors; hit rate 0.01% among 330,000;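 note: potency is the fitted concentration of half-maximal effect; plate controls were DMSO wells for no effect and full inhibition by NEM control for full effect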
Target sequence (O75604 whole entry, looked up): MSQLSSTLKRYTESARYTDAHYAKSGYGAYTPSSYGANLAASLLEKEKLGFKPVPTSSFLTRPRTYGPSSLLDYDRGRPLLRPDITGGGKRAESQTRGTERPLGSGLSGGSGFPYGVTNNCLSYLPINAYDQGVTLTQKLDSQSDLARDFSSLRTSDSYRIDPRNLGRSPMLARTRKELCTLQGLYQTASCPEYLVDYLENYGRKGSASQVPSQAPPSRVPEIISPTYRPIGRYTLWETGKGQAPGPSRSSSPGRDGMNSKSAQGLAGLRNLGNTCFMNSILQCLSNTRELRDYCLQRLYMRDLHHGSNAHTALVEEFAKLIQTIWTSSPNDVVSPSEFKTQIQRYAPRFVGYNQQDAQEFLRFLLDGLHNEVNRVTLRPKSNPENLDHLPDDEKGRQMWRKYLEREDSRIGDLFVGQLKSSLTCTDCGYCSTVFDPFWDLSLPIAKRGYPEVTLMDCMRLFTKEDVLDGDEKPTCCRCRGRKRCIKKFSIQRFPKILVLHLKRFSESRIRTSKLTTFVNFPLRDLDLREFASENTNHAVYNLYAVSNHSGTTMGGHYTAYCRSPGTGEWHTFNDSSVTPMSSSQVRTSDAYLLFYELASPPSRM
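Deubiquitinase activity read as fluorescence (485/531 nm) after Ub-CHOP2 cleavage activates the enterokinase reporter on its substrate; USP2 core 10nM, Ub-CHOP2 and substrate 25nM each, 30min compound preincubation then 60min RT; data normalized to NEM, curves fitted.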
ELG1 repair inh – blocks ELG1-dependent DNA repair in HEK293T cells; HEK293T ELG1-luciferase reporter, luminescence, 16 h; DNA damage induced by 5-fluorouridine; AID 504467; Potency, µM (highest dose often 46.1 µM), for the others: at the highest dose activity change, negative = inhibition, usual class: inhibitors; hit rate 2.3% among 330,000; note: potency is the fitted concentration of half-maximal effect; % is set by controls: 0 for no effect and ±100 for the full control effect; nearly all actives have a fitted effect of over 55% in size
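Quantitative HTS, concentration-response format. 2,000 cells/well co-treated with 5-fluorouridine and compound, 16 hr in 5% CO2 at 37 °C; ONE-Glo luminescence read after 30 min.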
Eya2 phos inh – Eya2 (human) phosphatase inhibition | Potency, µM (doses to about 76.9 µM), inactives show at the highest dose activity, negative = inhibition, actives largely listed as inhibitors | AID 488837 | recombinant Eya2, OMFP fluorescence dephosphorylation (OMFP is methylfluorescein phosphate) | hit rate 0.006% among 330,000 | O00167; note: potency is the fitted concentration of half-maximal effect; % is set by controls: 0 for no effect and ±100 for the full control effect
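Eya2 (0.2 uM) preincubated 10 min at ambient with compound, then OMFP substrate added at 50 uM; 10 min reaction in 50 mM HEPES pH 7.5, 50 mM NaCl, 5 uM MgCl2, 0.05% BSA, 1 mM DTT. Fluorescence read at Ex 485/Em 525 nm.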
uPA generation – cell surface uPA generation inhibition; cell surface uPA generation assay, qHTS; Potency, µM (series often up to 38.3 µM), inactives show top-dose activity change, negative = inhibition, usual class: inhibitors; hit rate 0.31% among 330,000; AID 540303; active = well fitted inhibition curve with a large enough effect; inconclusive = small, poorly fitted or top-dose-only effect; inactive = no such curve, though single readings can be large or run the other way; tested in mouse RAW 264.7 cells; note: potency is the fitted concentration of half-maximal effect; % is set by controls: 0 for no effect and ±100 for the full control effect; nearly all actives have a fitted effect of over 55% in size
TSHR antagonist – human thyrotropin receptor antagonism; P16473; TSHR-expressing cells, TSH-stimulated cAMP HTRF, 2 h; stronger effect = lower value; activity change, negative = inhibition, % at 11.5 µM; hit rate 0.2% among 330,000; AID 504810;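 active = activity change below a set negative limit, meaning inhibition stronger than a set level, cut at about -70% in these data; inconclusive = activity change between two set negative limits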; note: % is set by controls: 0 for no effect and ±100 for the full control effect
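TSHR-expressing cells, 200/well, pre-treated with compound, then stimulated with EC80 TSH (4nM final) for 2 hours at 37 deg C. cAMP measured by competitive HTRF: anti-cAMP cryptate antibody in lysis buffer plus cAMP-d2, read after 30 minutes at room temperature.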
Tb PFK block – T. brucei PFK enzyme inhibition | O15648 | T. brucei PFK, ADP-Glo luminescence | Potency, µM (highest dose often 57.5 µM), without a hit: at the top dose activity, negative = inhibition, most hits filed as inhibitors | hit rate 0.17% among 330,000;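 note: potency is the fitted concentration of half-maximal effect; 0% = uninhibited 1x PFK enzyme wells and -100% = no-enzyme wells; nearly all actives have a fitted effect of over 60% in size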
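1.25 nM PFK with 0.5 mM F6P and 0.1 mM ATP in 0.1 M TEA pH 8.0, 5 mM MgCl2, incubated 45 min at room temperature; ADP measured by ADP-Glo luminescence; compounds titrated up to 57 uM.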
TCR activator – T cell receptor activation | primary human leukocytes, anti-CD3, IL-2 HTRF, 48 h | Potency, µM (doses to about 9.22 µM), for inactives: at the top dose activation of IL-2 secretion, usual class: activators | 330,000 tested, under 10 active | AID 504894; note: % of control where 0% means no effect
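Human primary leukocytes + a-CD3 beads + cpd, 48 hr; IL-2 in supernatant by HTRF (ex 320nm / em 665nm). No co-stimulatory signal supplied.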
B2AR arrestin – beta2AR (human) beta-arrestin recruitment activity | P07550 | beta-arrestin recruitment to beta2AR, cell-based reporter | Potency, µM (titrated, usually from 46.1 µM), without a hit: top-dose activation, hits mostly activators | hit rate 0.02% among 330,000;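 note: potency is the fitted concentration of half-maximal effect; 0% = DMSO controls and full agonism = EC100 isoproterenol or metaproterenol; nearly all actives have a fitted effect of over 65% in size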
Target sequence (P07550 whole entry, looked up): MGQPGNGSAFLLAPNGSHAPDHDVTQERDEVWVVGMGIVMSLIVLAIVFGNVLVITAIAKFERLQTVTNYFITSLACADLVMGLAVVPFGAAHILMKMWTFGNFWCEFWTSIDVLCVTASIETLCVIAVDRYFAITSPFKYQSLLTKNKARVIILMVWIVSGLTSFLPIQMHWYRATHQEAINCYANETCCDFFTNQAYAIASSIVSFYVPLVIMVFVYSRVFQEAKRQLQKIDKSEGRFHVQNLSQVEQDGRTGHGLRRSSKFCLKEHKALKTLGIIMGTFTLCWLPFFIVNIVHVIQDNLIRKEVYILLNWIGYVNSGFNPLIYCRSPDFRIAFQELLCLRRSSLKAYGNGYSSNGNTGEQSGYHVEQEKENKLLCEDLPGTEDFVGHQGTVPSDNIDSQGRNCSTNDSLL
TSG101-PTAP inh – blocks PTAP/TSG101 interaction to inhibit HIV-1 budding; Q99816; Fluorescence polarization, FITC-PTAP peptide / Tsg101 binding; Potency, µM (series often up to 115 µM), without a hit: at the top dose activity change, negative = inhibition, actives largely listed as inhibitors; 340,000 tested, under 10 active; active = well fitted inhibition curve with a large enough effect in the main read-out, with a control signal flat, not every such curve was filed as active; inconclusive = small, poorly fitted or top-dose-only effect, or effect the other way, or a change in a side signal; inactive = no such curve, though single readings can be large or run the other way; note: potency is the fitted concentration of half-maximal effect; % of control where 0% means no effect
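Compounds were pin-transferred onto Tsg101 binding domain (10 uM final) in HEPES pH 7.5 buffer, then FITC-PTAP peptide was added at 50 nM final. After 20 min at RT, polarization reported peptide displacement across a qHTS concentration series.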
Active calls of the source: *; u = inconclusive; x = not tested or not shown; [ ] = another dose, or the depositor's remark. Unless noted, calls come from the whole dose curve; as a rule, active = well fitted curve in the direction sought with a large enough effect; inconclusive = small, poorly fitted or top-dose-only effect, or another doubt; inactive = no such curve, though single readings can be large; an effect the other way counts as inactive or inconclusive.

SMILES	BCR signal inh	Mito fusion act	USP2a inh	ELG1 repair inh	Eya2 phos inh	uPA generation	TSHR antagonist	Tb PFK block	TCR activator	B2AR arrestin	TSG101-PTAP inh
COc1cccc(-c2sc3ccc(OC)cc3c2C#CCC(C)O)c1 (stereo unspecified)	-3%	7%	-1%	-9%	-6%	0%	8	0%	1%	-0.6%	x
CN1CC(=O)N2Cc3[nH]c4ccccc4c3C[C@H]2C1=O	2%	3%	-1%	8%	4%	-5%	7	4%	5%	-0.8%	-2%
COc1ccccc1C(CNC(=O)c1ccc(C)c(S(=O)(=O)N2CCCCC2)c1)N(C)C (stereo unspecified)	u	-3%	-3%	7%	-16%	-11%	-8	-9%	x	0.0%	0%
CCOc1cc2[nH]c(=S)n(CCCN3CCOCC3)c(=O)c2cc1OCC	u	-2%	-1%	-10%	12%	x	4	0%	5%	-0.3%	-3%
CCOC(=O)c1cnc2oc3ccccc3n2c1=O	1%	1%	-1%	2%	17%	3%	47	-1%	x	-0.8%	-1%
CCC(=O)Nc1ccc(CCC(=O)N2CCCC2)cc1	4%	0%	3%	8%	-19%	24%	3	0%	-5%	-1.1%	-8%
Cc1nnc(SCC(=O)N2CCC(C(=O)Nc3nccs3)CC2)n1Cc1ccccc1	2%	1%	2%	u	13%	4%	-4	-3%	0%	-0.7%	-8%
Cc1ccc(S(=O)(=O)Nc2ccc(-n3cnnn3)cc2)cc1	-3%	0%	-1%	15%	-15%	-8%	4	3%	6%	0.2%	0%
Cc1cc(C)c2[nH]c(=O)c(CN(CC3CCCO3)C(=O)C3CCCO3)cc2c1 (stereo unspecified)	1%	-5%	2%	u	-4%	-10%	12	3%	3%	0.2%	-5%
CCCCn1nnnc1SCC(=O)NCc1ccccc1	11%	1%	0%	2%	8%	2%	8	3%	4%	-0.1%	-5%
COc1ccc(C2c3c(-c4ccccc4O)n[nH]c3C(=O)N2Cc2ccco2)cc1 (stereo unspecified)	u	9%	-1%	u	-10%	1%	-1	0%	-1%	5.7%	-4%
CC(=O)Nc1ccc(S(=O)(=O)Nc2ccn(Cc3ccccc3Cl)n2)cc1	-5%	1%	0%	-9%	4%	-8%	3	0%	-3%	-0.5%	-9%
CC(C)CCn1c(=O)[nH]c2ccccc21	-4%	1%	1%	2%	9%	-2%	-6	2%	-1%	-0.5%	1%
Cn1cc([N+](=O)[O-])c(C(=O)NC2CCCCCCC2)n1	0%	4%	1%	12%	2%	x	25	1%	x	-0.3%	x
C[C@@H]1NC(=O)[C@H](CCC(N)=O)NC(=O)c2cc([N+](=O)[O-])cc(I)c2NCCC[C@@H](C(N)=O)NC1=O	1%	3%	-1%	1%	-11%	-8%	4	-5%	-8%	-0.2%	-6%
COc1cc(NC(=O)C2CCCN(S(=O)(=O)c3ccc4[nH]c(=O)ccc4c3)C2)cc(OC)c1 (stereo unspecified)	-14%	3%	-2%	u	-10%	-1%	1	-5%	1%	-1.0%	0%
O=C(CSc1ccccn1)NC1CCCC1	3%	2%	4%	u	7%	x	4	-7%	x	0.2%	x
CCOC(=O)N1CCN(CC(=O)Nc2sccc2C#N)CC1	-10%	-5%	3%	6%	-1%	11µM*	0	1%	-5%	-0.1%	-5%
CC(C(=O)Nc1cccc([N+](=O)[O-])c1)[n+]1ccccc1 (stereo unspecified)	u	7%	-3%	8%	-6%	13%	-5	-7%	-2%	-0.5%	-3%
CC1=Nc2ccccc2NC(=O)C1Sc1nnc(C)s1 (stereo unspecified)	14%	-5%	-2%	-10%	0%	-1%	2	-3%	-3%[46.1 µM]	0.1%	-1%
CC(=O)c1ccc(S(=O)(=O)NCCCC(=O)NCCc2ccccn2)cc1	3%	2%	-1%	-9%	-8%	0%	0	2%	-3%	0.4%	-3%
Cc1ccccc1Cn1c(O)c(N=NC(=S)Nc2ccccc2F)c2ccccc21	u	3%	-8%	5.8µM*	-23%	u	2	1%	-4%	-1.0%	-5%
COc1ccc(CN(C)C(=O)Cc2c[nH]c3ccccc23)c(OC)c1OC	-9%	0%	5%	-13%	-22%	-4%	-3	-5%	1%	-1.4%	0%
O=C(NC(=S)NCCCN1CCOCC1)c1ccco1	12%	2%	4%	u	-26%	0%	17	-8%	3%	0.1%	-5%
C=CCn1c(SCC(=O)Nc2ccccc2OC)nc2c([nH]c3ccccc32)c1=O	u	3%	-7%	-2%	1%	9%	-13	0%	5%	0.0%	1%
Cc1ccc(S(=O)(=O)/N=c2\sccn2C)cc1	u	1%	-2%	12%	26%	-2%	12	-6%	-6%	0.0%	1%
CC(C)(CO)NS(=O)(=O)c1ccc2c(c1)C(=NO)c1cc(S(=O)(=O)NC(C)(C)CO)ccc1-2	-1%	-2%	-2%	-5%	4%	-3%	41	-7%	15%	0.0%	-6%
COC(=O)CNC(=O)COc1ccccc1	u	-1%	2%	-2%	-3%	-6%	-2	2%	1%	0.4%	-3%
CCC1(c2ccccc2)NC(=O)N(CC(=O)N2CCc3ccccc32)C1=O (stereo unspecified)	-2%	x	4%	3%	5%	-3%	x	-20%	0%	0.0%	-1%
c1ccc2c(c1)CC/C2=N/Nc1nc2ccccc2[nH]1	u	9%	4%	u	16%	-11%	0	2%	4%	0.5%	1%
C/C=C/C=C\C(=O)Nc1cccc(C2=NOC3(C2)C[C@H](C(N)=O)N(C(=O)CC#N)C3)c1 (stereo partly specified)	u	-33%	10%	24%	-5%	11%	11	-27%	-4%	-0.5%	-7%
COc1ccc(CCNC(=O)CN2C(=O)NC(C)(c3ccc([N+](=O)[O-])cc3)C2=O)cc1 (stereo unspecified)	5%	3%	-1%	-3%	u	0%	3	0%	1%	0.0%	-1%
COc1ccccc1NC(C)C(=O)N/N=C/c1ccccc1OCc1cccc(Br)c1 (stereo unspecified)	1%	15%	-1%	-17%	-6%	5%	-7	2%	-4%[46.1 µM]	1.5%	1%
COCn1c(COc2ccc3ccccc3c2)nc2ccccc21	u	u	3%	u	-15%	2%	-7	2%	2%[46.1 µM]	0.1%	0%
Cc1ccc(C23CC4CC(CC(C(=O)OCC(=O)N(C)C)(C4)C2)C3)cc1	-2%	32%	0%	u	-18%	-7%	-12	-4%	-7%	0.1%	0%
COc1ccccc1C(=O)NCCC(=O)N1CCCC(C)C1 (stereo unspecified)	0%	-2%	-2%	0%	15%	4%	-2	1%	7%	-0.5%	-1%
O=C(c1ccc(CS(=O)(=O)c2ccccc2)o1)N1CCN(c2ccccc2)CC1	8%	-7%	1%	-3%	-5%	-3%	-6	u	-2%	0.4%	-3%
Cn1c(=O)c2c(nc(Oc3ccccc3Br)n2C)n(C)c1=O	u	29%	-2%	-1%	-4%	4%	-4	5%	-1%	0.1%	0%
CCOC(=O)c1c(NC(=O)CN2CCCCC2)sc2c1CCCC2O (stereo unspecified)	u	14%	-9%	u	-9%	15%	-20	3%	2%	0.1%	-1%
CCc1ccc(NC(=O)CSc2nc3ccccc3nc2N2CCCCC2)cc1	u	-6%	2%	u	18%	-17%	-16	0%	-10%	0.1%	-1%
COc1ccc(COC(=O)Nc2cn(C)nc2C(F)(F)F)cc1	-18%	0%	-3%	1%	u	-3%	-6	0%	-4%	-0.3%	0%
COc1cccc(CC(=O)Nc2ccc3nc(C)sc3c2)c1	-2%	-27%	2%	u	-10%	5%	-4	-1%	4%[46.1 µM]	-0.6%	1%
N#C/C(=C\c1cn(Cc2ccccc2C#N)c2ccccc12)C(=O)NCc1cccs1	-15%	1%	0%	-23%	2%	x	4	3%	x	0.5%	x
NCCCC[C@@H](C(=O)NCCCCCCCCCCC(=O)N1CCNCC1)n1cc(CCCC(=O)O)nn1	1%	-1%	2%	9%	-3%	-2%	-4	0%	-1%	-1.2%	-6%
Cc1cc(C)cc(NC(=O)CNC(c2ccccc2)c2ccccc2)c1	17%	17%	-6%	-13%	-20%	2%	-2	1%	-3%	-0.9%	0%
